S-ASM inh: inhibitors of human secretory acid sphingomyelinase | 340,000 tested, 0.006% active | Potency, µM (top dose mostly 57.5 µM), for inactives: at the highest dose activity change, negative = inhibition, hits mostly inhibitors | placental ASM, HMU-PC fluorogenic substrate, 60 min | P17405; note: potency is the fitted concentration of half-maximal effect
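Fluorescence read-out (Ex 386 nm, Em 447 nm) after stopping the reaction at pH 10. Enzyme: ASM from human placenta; substrate HMU-PC0, 9 uM final; 60 min, 37 °C. Compound preincubation 10 min, ambient temperature.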
TRPV1 ag: agonists of human vanilloid receptor 1 (TRPV1); activation, % at 8.33 µM; AID 540275; TRPV1-expressing cells, Fluo-8 calcium influx, agonist mode; 320,000 tested, 0.19% active; Q8NER1; in the data active = activation above about 80%; inconclusive = between about 30% and that limit; note: 0% is about no effect
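Fluo-8 calcium influx in TRPV1-expressing cells, kinetic read (ex 480/em 520 nm). Compound added and read 3 min for agonist activity, followed by capsaicin at EC20 final and 2 min further read for enhancement.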
CXXC DNA block: inhibitors of human MLL CXXC domain-DNA interaction; MLL-CXXC / FITC-HOXA9 DNA fluorescence polarization; Q03164; AID 2662; Potency, µM (series often up to 115 µM), inactives show top-dose activity change, negative = inhibition, usual class: inhibitors; 290,000 tested, 0.037% active; active = well fitted inhibition curve with a large enough effect in the polarisation, with a control signal flat, not every such curve was filed as active; inconclusive = small, poorly fitted or top-dose-only effect, or effect the other way, or a change in a side signal; inactive = no such curve, though single readings can be large or run the other way; the % refers to the polarisation; note: potency is the fitted concentration of half-maximal effect
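Steps: dispense CXXC domain solution (7 uM) → pin compounds or unlabeled HOX-A9 DNA control → 5 min ambient → add FLSN-HOX-A9 solution (50 nM) → spin → 30 min ambient → fluorescence polarization. Tris pH 7.5/NaCl/DTT/BSA buffer.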
MBNL1 CUG block: blocks human MBNL1 binding to CUG repeat RNA. Q9NR56. TR-FRET MBNL1-His/biotin-(CUG)12 binding, 665/545 ratio. Potency, µM (highest dose often 57.5 µM), without a hit: at the highest dose activity change, negative = inhibition, most hits filed as inhibitors. 280,000 tested, 0.036% active; active = well fitted inhibition curve with a large enough effect in the signal ratio, with a control signal flat, not every such curve was filed as active; inconclusive = small, poorly fitted or top-dose-only effect, or effect the other way, or a change in a side signal; inactive = no such curve, though single readings can be large or run the other way; the % refers to the signal ratio; note: potency is the fitted concentration of half-maximal effect; % is set by controls: 0 for no effect and ±100 for the full control effect
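TR-FRET between His-tagged MBNL1 and biotin-(CUG)12 RNA, detected with Tb anti-His antibody (0.055 ng/ul) and streptavidin-XL665 (5 nM), 60 min at room temperature. Compounds titrated 92 nM to 58 uM; 665/545 nm ratio normalized to buffer and complex controls.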
AT treatment: candidate therapy for ataxia-telangiectasia; […] A-T fibroblasts, KAP-1 phosphorylation AlphaLISA; neocarzinostatin DNA damage 30 min before lysis; Potency, µM (top dose mostly 57.5 µM), inactives show top-dose activation, hits mostly activators; 320,000 tested, 0.19% active; AID 485349; note: potency is the fitted concentration of half-maximal effect; % of control where 0% means no effect; nearly all actives have a fitted effect of over 45% in size
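hTERT-immortalized A-T patient fibroblasts ([…]), 500 cells/well in OPTI-MEM, 1% FBS, got compounds for 60 min, then NCS for 30 min at 37C. Lysates were then assayed for phospho-KAP-1 by AlphaLISA (anti-pKAP1 donor, anti-KAP1 acceptor beads), 6 hr at 25C.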
FBPA coupling cs: inhibits coupling enzyme system, counter-screen for aldolase hits; 290,000 tested, 0.67% active; coupling enzyme system counterscreen, AmpLite Red fluorescence; activity change, negative = inhibition, % at 58.2 µM, hits read low; in the data active = activity change below about -30%; note: % is set by controls: 0 for no effect and ±100 for the full control effect
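Counterscreen of the coupled detection system alone, without aldolase: glyceraldehyde-3-phosphate coupling enzymes plus AmpLite Red readout. Compounds at 57.5 uM final, 10 min RT preincubation, 20 min RT reaction, fluorescence 525/598 nm.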
GALK inhibitor: blocks human galactokinase activity; P51570; Purified GALK, Kinase-Glo residual ATP luminescence; Potency, µM (titrated, usually from 57.5 µM), without a hit: at the highest dose activity change, negative = inhibition, usual class: inhibitors; 270,000 tested, 0.007% active; AID 1868; note: potency is the fitted concentration of half-maximal effect; % is set by controls: 0 for no effect and ±100 for the full control effect
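Quantitative HTS: GALK 5 nM, ATP 35 uM, galactose 100 uM, 1 h room temperature, then luciferase-based ATP detection.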
a7 integrin act: integrin-mediated muscular dystrophy alleviation activation; alpha7betagal myoblasts, beta-gal FDG fluorescence, 48 h; Potency, µM (top dose mostly 38.3 µM), for the others: at the highest dose activation, actives largely listed as activators; 350,000 tested, 0.064% active;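 note: potency is the fitted concentration of half-maximal effect; 100% = response of the positive control SU9516; nearly all actives have a fitted effect of over 60% in size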
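Alpha7betagal+/- myoblasts (passage 13) were plated 16-24 hr, then exposed to compounds (1:260 dilution of DMSO stock) for 48 hours at 37C. After MPER lysis, β-galactosidase reporter activity was read as FDG fluorescence (ex 480/em 540) after 30 minutes.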
KCNH2 WT inh: KCNH2 (human, wildtype) channel inhibition; Q12809; U2OS, BacMam KCNH2, thallium flux FluxOr; stronger effect = lower value; activity change, % at 1.84 µM; 340,000 tested, 0.37% active;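 active = maximum activity change below -70%; inconclusive = maximum activity change between -70% and -50%; inactive = maximum activity change above -50%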; note: % is set by controls: 0 for no effect and ±100 for the full control effect
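U2OS cells were transduced with wild-type KCNH2 virus (2.03 x 10^8 / mL) for 4 h at room temperature, then cultured overnight at 37 C. Thallium flux was read with FluxOr dye. Rate constants were normalized to DMSO controls.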
KCNH2 3.1 inh: KCNH2 3.1 (human) potassium channel inhibition. U2OS KCNH2 3.1, thallium flux FluxOr; stronger effect = lower value. activity change, % (tested at about 1.8 µM). 340,000 tested, 0.95% active. AID 720553;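 active = maximum activity change below -70%; inconclusive = maximum activity change from -70% to -50%; inactive = maximum activity change above -50%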;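 note: thallium influx rate constant from kinetic fluorescence after stimulation buffer; % is set by controls: 0 for no effect and ±100 for the full control effect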
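U2OS cells transduced with KCNH2 3.1 mutant virus (1.77 x 10^8 /mL, 4 h), plated overnight at 37 C, loaded 45 min with FluxOr dye plus Red40 quencher. Thallium flux rate constant from kinetic reads after stimulation buffer, normalised to controls.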
An asterisk follows results filed as active; ? = inconclusive; . = no result given; [ ] = remark or other dose. Unless noted, calls come from the whole dose curve; as a rule, active = well fitted curve in the direction sought with a large enough effect; inconclusive = small, poorly fitted or top-dose-only effect, or another doubt; inactive = no such curve, though single readings can be large; an effect the other way counts as inactive or inconclusive.

Values in the order: S-ASM inh	TRPV1 ag	CXXC DNA block	MBNL1 CUG block	AT treatment	FBPA coupling cs	GALK inhibitor	a7 integrin act	KCNH2 WT inh	KCNH2 3.1 inh
1	CC1CCCC(NC(=O)C2CC(=O)N(Cc3ccccc3)C2)C1C (stereo not given)
 : 3%	2	14%	3%	17%	.	5%	16%	-2	-12
2	O=C(CSc1ccsc1[N+](=O)[O-])Nc1cccc(F)c1
 : -13%	0	4%	?	0%	1	2%	-25%	-6	12
3	C[C@H](CO)N1C[C@H](C)[C@@H](CN(C)C(=O)NC2CCCCC2)Oc2ccc(NS(=O)(=O)c3cn(C)cn3)cc2C1=O
 : 19%	.	.	.	6%	.	.	0%	3	6
4	O=S(=O)(NCC(c1cccnc1)N1CCN(Cc2ccccc2)CC1)c1ccc(F)cc1 (stereo not given)
 : -2%	2	18%	-1%	11%	.	-1%	-7%	5	16
5	COc1ccc(NC(=O)CN2CCC3(O)CCCCC3C2c2cc(OC)ccc2OC)cc1 (stereo not given)
 : 2%	25	0%	-5%	2%	2	3%	-12%	1	10
6	Clc1ccc(-c2cc3ccccc3nc2N2CCCC2)cc1
 : 274%	2	-3%	1%	12%	0	-3%	2%	3	-16
7	CC(C)NC(=O)NC(=O)COC(=O)C1CCCN1C(=O)c1cccs1 (stereo not given)
 : -1%	2	10%	8%	6%	4	1%	11%	1	9
8	Cc1nn(-c2ccccc2)c2[nH]c(C(F)(F)F)cc(=O)c12
 : -6%	-2	-18%	3%	4%	12	0%	-1%	9	1
9	CCc1c(C(=O)O)[nH]c2ccc(Br)cc12
 : -2%	.	18%	-11%	-5%	8	-8%	17%	4	-3
10	CCC(C)c1ccccc1N1CC(C(=O)Nc2cccc(S(=O)(=O)N3CCOCC3)c2)CC1=O (stereo not given)
 : 1%	6	-6%	5%	-9%	.	-1%	-41%	9	.
11	O=C(CCC1CCCN(C(=O)c2ccsc2)C1)N1CCN(c2ccccn2)CC1 (stereo not given)
 : 3%	0	21%	-6%	-4%	4	4%	-7%	1	-24
12	O=C(NCc1cccnc1)c1ccc(COc2cccc3ccccc23)o1
 : -3%	?	-4%	6%	-9%	.	-3%	-42%	3	-10
13	COc1ccccc1CNc1cncnc1
 : 5%	-2	8%	1%	-2%	0	0%	7%	5	-2
14	CC(C)c1ccc(C(=O)Nc2nnc(S(=O)(=O)N3CCCCC3)s2)cc1
 : -3%	?	59%[activator]	0%	-2%	.	2%	4%	-28	-27
15	CC(C)(O)c1[nH]c2cc(F)ccc2c1C(C)(C)O
 : 7%	-3	7%	-3%	6%	-4	.	1%	16	-13

3 entries picked at random from those above:
Values in the order: S-ASM inh	TRPV1 ag	CXXC DNA block	MBNL1 CUG block	AT treatment	FBPA coupling cs	GALK inhibitor	a7 integrin act	KCNH2 WT inh	KCNH2 3.1 inh
1	CC1CCCC(NC(=O)C2CC(=O)N(Cc3ccccc3)C2)C1C (stereo not given)
 : 3%	2	14%	3%	17%	.	5%	16%	-2	-12
6	Clc1ccc(-c2cc3ccccc3nc2N2CCCC2)cc1
 : 274%	2	-3%	1%	12%	0	-3%	2%	3	-16
14	CC(C)c1ccc(C(=O)Nc2nnc(S(=O)(=O)N3CCCCC3)s2)cc1
 : -3%	?	59%[activator]	0%	-2%	.	2%	4%	-28	-27

(listing goes on)
Values in the order: S-ASM inh	TRPV1 ag	CXXC DNA block	MBNL1 CUG block	AT treatment	FBPA coupling cs	GALK inhibitor	a7 integrin act	KCNH2 WT inh	KCNH2 3.1 inh
16	O=C(OCC(=O)N1CCCCC1)c1cccs1
 : 4%	.	.	.	18%	.	.	-29%	-3	-7
17	N#Cc1c(NC(=O)Cn2cnc3ccccc3c2=O)oc(-c2ccccc2)c1-c1ccccc1
 : -16%	4	18%	6%	2%	11	0%	7%	-20	0
18	CC(C)(C)OC(=O)N1Cc2cc3ccccc3nc2C1CO (stereo not given)
 : 0%	17	4%	3%	-3%	-1	0%	1%	-1	1
19	CCN1C(=O)[C@H]2[C@@H](c3ccc(Cl)cc3)N3C(=O)CN(CC4CC4)C(=O)[C@@]3(C)[C@H]2C1=O
 : 0%	-2	6%	-3%	9%	0	.	24%	4	-5
20	CNC(=O)c1nnn(Cc2ccccc2)c1NC(=O)C(F)(F)F
 : -1%	1	3%	-6%	-1%	0	-1%	5%	0	9
21	Cc1nnc(SCC(=O)Nc2cccc(Cl)c2)n1CC1CCCO1 (stereo not given)
 : -2%	-4	2%	1%	-11%	-1	7%	3%	7	4
22	Nc1nc(-c2ccccc2)cc(C(F)(F)F)n1
 : 1%	-2	0%	2%	8%	0	0%	-2%[7.66 µM]	11	6
23	CCOC(=O)/C(=N\Nc1ncnc2ccccc12)c1ccc(C)cc1
 : -21%	?	?	?	-9%	-6	3%	10%	7	10
24	O=c1[nH]cc(-c2ccccc2)c(=O)[nH]1
 : 2%	2	-6%	-16%	1%	1	-3%	3%	-3	-3
25	COCC(=O)N1CCC(Oc2ccc(C(=O)N(C)C(C)c3ccon3)cc2)CC1 (stereo not given)
 : 1%	-1	-8%	0%	-5%	-5	3%	0%	-7	24
26	COc1ccc(NC(=O)CN(c2ccccc2)S(=O)(=O)N(C)C)cc1Cl
 : 0%	2	-3%	0%	-3%	6	0%	17%	-3	-1
27	O=S(=O)(c1ccccc1)N1CCN(C(=S)NC2CCCC2)CC1
 : 5%	14	12%	3%	8%	.	-1%	-2%	-8	.
28	c1cc2c3c(cccc3c1)NN=N2
 : -6%	.	.	.	.	.	.	-10%	-8	1
29	O=C(NCc1ccc(F)cc1)c1ccc(N2CCc3ccccc32)c([N+](=O)[O-])c1
 : -5%	?	-2%	?	-8%	-6	-1%	32%	3	-8
30	C=CCn1c(N)c(S(=O)(=O)c2cccs2)c2nc3ccccc3nc21
 : .	5	0%	42%[activator]	7%	-35*	-3%	0%	-9	2

Values in the order: S-ASM inh	TRPV1 ag	CXXC DNA block	MBNL1 CUG block	AT treatment	FBPA coupling cs	GALK inhibitor	a7 integrin act	KCNH2 WT inh	KCNH2 3.1 inh
31	COC(=O)c1c(=O)n(O)c2ccc(OC)cc2[n+]1[O-]
 : -10%	6	?	?	-6%	-8	2%	-12%	4	0
32	CN(C)C=Nc1nonc1-c1ccccc1
 : -4%	2	7%	-2%	2%	5	8%	10%	-12	-14
33	COc1ccc(Cl)cc1NS(=O)(=O)c1cn(C)nc1C
 : 2%	1	7%	4%	-1%	.	-2%	12%	-3	2
34	O=C(Nc1cccc(F)c1)NC1CC2CCCC(C1)N2C1CC1 (stereo not given)
 : 2%	-1	-2%	-13%	-1%	1	14%	-1%	0	-2
35	COc1ccc(OC)c(NC(=O)CCC(=O)N(Cc2ccc(OC)c(OC)c2)c2nccs2)c1
 : 3%	-4	1%	-5%	8%	0	0%	0%	3	-14
36	CCCCN(C(=O)C1CCCO1)c1c(N)n(CCC)c(=O)[nH]c1=O (stereo not given)
 : 0%	.	.	.	-5%	.	.	2%	-8	-3
37	NC(=O)c1cc(Cl)cn(-c2ccccc2)c1=O
 : -1%	-1	-4%	25%	8%	3	1%	21%	-2	14
38	CSc1ccccc1NS(=O)(=O)c1ccccc1
 : 1%	5	-5%	1%	.	-13	2%	19%	-3	7
39	Cc1ccc(-c2nn3c(C)nnc3c3ccccc23)cc1S(=O)(=O)NC(C)(C)CO
 : 2%	-1	-11%	7%	2%	-2	-2%	68%	-8	0

Given with one line to a screen: part of the list above.
[33] COc1ccc(Cl)cc1NS(=O)(=O)c1cn(C)nc1C
[39] Cc1ccc(-c2nn3c(C)nnc3c3ccccc23)cc1S(=O)(=O)NC(C)(C)CO

compound no.	33	39
S-ASM inh	2%	2%
TRPV1 ag	1	-1
CXXC DNA block	7%	-11%
MBNL1 CUG block	4%	7%
AT treatment	-1%	2%
FBPA coupling cs	.	-2
GALK inhibitor	-2%	-2%
a7 integrin act	12%	68%
KCNH2 WT inh	-3	-8
KCNH2 3.1 inh	2	0
